High-throughput results as filed in PubChem BioAssay.
CaV13 ICDI inh – Disruptors of the CACNA1D IQ motif to Ca2+-dependent inactivation inhibitor domain association, primary screening, Förster resonance energy transfer in intact living …. HEK cells, CFP/YFP FRET ICDI-IQ, plate reader, 10 min; percent FRET-ratio fall versus neutral wells. inhibition, % at 12.3 µM. 340,000 tested, 0.098% active. AID 743397;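 active = mean replicate inhibition of at least 30% and at least 1% of replicates passing that level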;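 also: 0% = median of the neutral control wells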
Peg3 prom inh – inhibitors of Peg3 promoter | HeLa PEG-Prom luciferase reporter, luminescence, overnight | inhibition, % at 20 µM | 360,000 tested, 1.7% active;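 active = inhibition of at least 50% at 20 µM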
hiPSC survival – enhancers of human iPSC single-cell survival; AID 602274; 360,000 tested, 0.044% active; hiPSC single-cell survival, ATPlite luminescence; 100% = ROCK inhibitor wells, 0% = DMSO; survival enhancement, % at 20 µM; in the data active = survival enhancement above about 18%;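 also: cells exposed to compounds for 16 hours before the ATP read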
Granule exo inh – blocks lytic granule exocytosis; TALL-104 LAMP-1 surface exposure, flow cytometry; cells stimulated with thapsigargin and PMA; inhibition, % at 10 µM; 360,000 tested, 0.66% active; AID 651702;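 active = inhibition above about 55%, limit read from the data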
aDG glyco act – increases alpha dystroglycan glycosylation. Pro5-aDG cells, alpha-DG glycosylation AlphaScreen (IIH6); 0% Pro5, 100% B10-LARGE cell signal. activation, % at 10 µM. 360,000 tested, 0.22% active;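 active = activation of at least 8% versus controls, or a plate z-score of at least 8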;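 also: Pro5 are CHO cells carrying HIG-tagged alpha-DG that lacks glycosylation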
NR2E3 ag-1 – agonists of human NR2E3 nuclear receptor. CHO-S Gal4-NCOR/VP16-NR2E3 two-hybrid, luciferase. AID 602229. inhibition of corepressor binding, % at 3.98 µM. 360,000 tested, 0.35% active;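 active = inhibition above the mean of all tested compounds plus 3 SD, cut at about 70% in these data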;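 also: 0% = DMSO with NR2E3 transfected cells and 100% = cells lacking NR2E3 construct; higher means lower luciferase signal from less NR2E3 corepressor binding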
Target sequence (Q9Y5X4 whole entry, looked up, the tested form may be a part): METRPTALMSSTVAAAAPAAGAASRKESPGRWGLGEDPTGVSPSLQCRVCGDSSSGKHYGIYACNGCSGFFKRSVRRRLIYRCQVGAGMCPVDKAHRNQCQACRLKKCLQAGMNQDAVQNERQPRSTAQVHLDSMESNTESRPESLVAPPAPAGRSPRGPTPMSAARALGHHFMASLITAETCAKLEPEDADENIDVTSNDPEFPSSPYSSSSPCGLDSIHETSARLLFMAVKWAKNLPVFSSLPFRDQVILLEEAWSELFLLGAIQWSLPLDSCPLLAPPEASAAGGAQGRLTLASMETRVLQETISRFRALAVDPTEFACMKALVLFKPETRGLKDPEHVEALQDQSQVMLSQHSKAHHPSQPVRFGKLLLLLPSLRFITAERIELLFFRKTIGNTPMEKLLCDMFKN
TRPM1 prom inh – MITF TRPM1 promoter inhibition in SK-MEL-5 cells | AID 488899 | SK-MEL-5 TRPM1 promoter luciferase, 24 h | 330,000 tested, 0.83% active | inhibition, % at 12.5 µM;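 active = mean inhibition across replicates of 60% or more, whatever share of single replicates reaches that level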; also: values of inactives mirror those of a sister screen read the other way
HIF-2a inh – HIF-2a inhibition | AID 624352 | 360,000 tested, 0.72% active | 786-0 RCC cells HIF-2a reporter, luciferase luminescence, overnight | inhibition, % at 18.8 µM;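 active = inhibition of the luminescence signal of 40% or more relative to plate controls, in a single-dose primary screen at 18.75 µM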
NR2E3 ag-2 – agonists of human nuclear receptor NR2E3; GST-NR2E3/biotin-RetCOR TR-FRET, 1536-well; inhibition of corepressor binding, % at 4.78 µM; 320,000 tested, 0.12% active; AID 2300;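 active = percent inhibition above the cutoff of mean plus 3 SD of all tested compounds, set per screening campaign, cut at about 20% in these data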;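 also: 0% = DMSO wells and 100% = biotin wells as full block of FRET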
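Test system – NR2E3–RetCOR corepressor complex · Quantity – NR2E3 fusion 1.35 nM · Buffer or medium – Tris pH 7.5 · Incubation – Compound–protein incubation for 5 h at 4 °C · Technique – TR-FRET, Eu(K)-anti-GST donor, streptavidin-D2 acceptor, ex 340, em 617/671 nm · Evaluation – percent inhibition of 671/617 nm emission ratio versus biotin and DMSO controls · Plate – 1536-well format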
Vif inh – HIV Vif inhibition; AID 602346; HEK293T cells, Vif self-association by quenched fluorescence, imaging, 24 h; 340,000 tested, 0.35% active; inhibition, % at 7.49 µM; in the data active = inhibition above about 50%, passing the limit was not always enough; also: some results filed as inactive read as strong as hits
PDI turbidity – blocks human protein disulfide isomerase activity | P07237 | PDI insulin aggregation turbidity, A650, 90 min | inhibition, % at 10 µM | 350,000 tested, 0.052% active;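 active = mean inhibition across replicates of 30% or more, whatever share of single replicates reach that level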;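 also: absorbance from insulin aggregation driven by PDI reduction with DTT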
Target sequence (P07237 whole entry, looked up): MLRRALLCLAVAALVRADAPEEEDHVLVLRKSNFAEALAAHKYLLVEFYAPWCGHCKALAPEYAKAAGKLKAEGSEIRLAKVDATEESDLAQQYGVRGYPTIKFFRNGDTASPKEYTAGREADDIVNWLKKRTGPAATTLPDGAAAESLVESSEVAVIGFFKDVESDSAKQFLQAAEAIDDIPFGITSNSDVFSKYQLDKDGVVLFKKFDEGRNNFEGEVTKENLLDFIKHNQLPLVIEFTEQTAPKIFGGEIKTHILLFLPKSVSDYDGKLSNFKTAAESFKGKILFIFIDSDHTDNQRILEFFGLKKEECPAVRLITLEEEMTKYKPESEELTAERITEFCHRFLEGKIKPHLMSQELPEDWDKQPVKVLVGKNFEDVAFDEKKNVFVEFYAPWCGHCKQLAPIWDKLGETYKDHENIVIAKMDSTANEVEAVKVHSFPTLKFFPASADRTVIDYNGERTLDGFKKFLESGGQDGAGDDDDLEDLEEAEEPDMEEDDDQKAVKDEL
An asterisk follows results filed as active; / = not tested or not shown.

Compound,CaV13 ICDI inh,PDI turbidity,Granule exo inh,aDG glyco act,HIF-2a inh,Vif inh,NR2E3 ag-2,TRPM1 prom inh,NR2E3 ag-1,Peg3 prom inh,hiPSC survival
CC(=O)N1N=C(c2cccnc2)OC1c1ccc(C(C)C)cc1 (configuration not stated),11.0,13.0,-1.5,0.0,-5.2,7.7,6.6,-0.4,-3.5,-7.9,-0.7
Cc1onc(-c2ccccc2Cl)c1C(=O)Nc1ccc(Cl)cn1,-3.0,9.2,-4.5,0.2,-27.6,20.1,-1.0,-0.1,-6.9,-28.0,1.3
CN(CC(=O)N1CCN(Cc2ccccc2)CC1)S(=O)(=O)c1ccc(F)cc1,/,-1.9,-10.4,0.3,9.1,-3.0,0.9,2.6,3.4,-19.9,-0.1
Cc1[nH]n(-c2cccc([N+](=O)[O-])c2)c(=O)c1-c1ccccc1,1.7,-1.5,11.3,0.0,-14.0,-13.9,4.2,-18.9,-21.4,-21.6,5.5
CN(Cc1ccccc1)C(=O)c1ccc2sc([C@@H]3O[C@H](CO)[C@H](O)[C@H](O)[C@H]3O)nc2c1,-2.3,-3.7,-4.4,0.2,1.9,-5.2,/,/,-4.0,-10.0,0.3
O=C(CN1C(=O)NC2(CCCC2)C1=O)Nc1nc2ccccc2s1,-2.1,6.1,2.3,-0.3,-76.7,-1.5,-2.9,10.6,-11.3,-65.7,1.0
COc1ccc([C@H]2C[C@H](O)[C@@H](n3cc(C4CC4)nn3)CN2Cc2cccs2)cc1,-5.8,1.6,2.2,0.0,-26.5,3.5,/,/,4.7,-37.5,7.1
COC(=O)c1ccc(S(=O)(=O)c2ccccc2)c(N)c1,-3.3,2.4,-1.4,-0.1,16.1,-9.5,0.6,28.4,6.9,14.0,-1.2
COc1ccc(S(=O)(=O)CCC(=O)N2c3ccccc3CC2C)cc1 (configuration not stated),-1.9,-3.2,22.0,0.0,17.4,-18.4,3.7,0.7,3.6,4.1,-1.4
COc1ccc(OC)c(S(=O)(=O)N2CCC(C(=O)N3CCN(Cc4ccccc4)CC3)CC2)c1,-6.0,15.0,-1.7,0.1,17.1,-0.8,-1.0,1.7,-4.2,7.9,4.0
Cc1cc(C)nc(NC(=O)c2cc(Br)ccc2Cl)n1,-17.6,7.9,-0.9,-0.4,5.7,-4.9,2.6,2.5,-13.3,0.7,0.6
Cc1cc(N2CCN(S(=O)(=O)c3ccc4c(c3)OCCO4)CC2)n2ncnc2n1,-4.1,16.6,-3.1,0.5,10.0,-2.4,6.3,13.5,-11.5,17.3,-0.9
CC(=O)n1cc([C@H]2C=C(C(=O)N3CCN(Cc4ccc5c(c4)OCO5)CC3)O[C@@H](OCc3ccc(CO)cc3)C2)c2ccccc21,-9.9,-0.4,-4.0,-0.6,21.5,/,1.2,30.6,-3.3,49.5,-1.7
O=C(CSc1ncn[nH]1)NCCc1ccc(Cl)cc1,-4.1,4.0,-24.3,0.0,7.4,12.2,-0.7,1.2,-5.0,9.3,-0.7
Cc1cccc(-n2c(SCC(N)=O)nnc2-c2ccccn2)c1C,/,0.1,-0.2,-0.3,12.3,/,0.7,-0.9,-19.8,16.8,-1.6

Three compounds already listed, sorted by SMILES length, descending.
Compound,CaV13 ICDI inh,PDI turbidity,Granule exo inh,aDG glyco act,HIF-2a inh,Vif inh,NR2E3 ag-2,TRPM1 prom inh,NR2E3 ag-1,Peg3 prom inh,hiPSC survival
CC(=O)n1cc([C@H]2C=C(C(=O)N3CCN(Cc4ccc5c(c4)OCO5)CC3)O[C@@H](OCc3ccc(CO)cc3)C2)c2ccccc21,-9.9,-0.4,-4.0,-0.6,21.5,/,1.2,30.6,-3.3,49.5,-1.7
CN(Cc1ccccc1)C(=O)c1ccc2sc([C@@H]3O[C@H](CO)[C@H](O)[C@H](O)[C@H]3O)nc2c1,-2.3,-3.7,-4.4,0.2,1.9,-5.2,/,/,-4.0,-10.0,0.3
Cc1cc(C)nc(NC(=O)c2cc(Br)ccc2Cl)n1,-17.6,7.9,-0.9,-0.4,5.7,-4.9,2.6,2.5,-13.3,0.7,0.6

(further entries)
Compound,CaV13 ICDI inh,PDI turbidity,Granule exo inh,aDG glyco act,HIF-2a inh,Vif inh,NR2E3 ag-2,TRPM1 prom inh,NR2E3 ag-1,Peg3 prom inh,hiPSC survival
COC(=O)c1cc(NC(=O)Nc2ccccc2)ccc1Cl,-4.3,6.6,-1.5,0.1,-160.6,-4.3,-1.5,-41.0,-50.3,-134.2,0.9
CCc1ccccc1NC(=O)CNC(=O)CSC(=S)N1CCCC1,-5.0,9.0,1.6,0.0,10.0,-1.4,4.0,1.8,0.1,-11.5,9.2
COc1ccccc1C1CN(c2ccccc2)N=C1c1cccs1 (configuration not stated),-7.6,-4.2,-3.0,2.6,-52.3,/,3.5,-0.3,-23.3,2.2,-0.2
CCOc1ccc(-c2n[nH]c(=S)n2/N=C/c2cc3c(cc2[N+](=O)[O-])OCO3)cc1,-3.2,-3.6,-0.8,-0.5,5.3,-26.1,-0.4,3.1,20.3,6.2,1.7
COc1ccc(C(=O)Oc2ccc(C)cc2)cc1S(=O)(=O)N1CCOCC1,-6.4,2.4,-2.6,0.3,-4.4,1.1,/,/,11.0,4.2,-2.1
COc1cc(C(=O)NNC(=O)c2ccc3c(c2)OCCO3)cc(OC)c1OC,-8.2,-1.0,-5.6,0.0,-18.9,22.8,/,-2.3,-35.4,-15.7,0.1
C[C@@H]1CN([C@H](C)CO)C(=O)CCCn2nncc2CO[C@@H]1CN(C)S(=O)(=O)c1cccc(F)c1,-6.5,-1.7,-0.5,-0.1,3.5,/,/,/,-8.9,-10.1,-1.3
COc1ccc(OC)c(NC(=O)CN(Cc2ccc(Cl)cc2)S(C)(=O)=O)c1,-2.3,-0.4,6.3,1.5,4.8,0.2,0.6,0.8,-25.9,22.5,2.4
Cc1cnc(NC(=O)CSc2nnc(-c3ccncc3)n2C2CCCCC2)s1,-4.1,0.5,-5.3,0.3,5.9,-5.5,-0.4,-8.0,8.0,8.9,0.0
O=C(CON=C1c2ccccc2-c2ccccc21)NC12CC3CC(CC(C3)C1)C2,-15.8,0.3,-3.9,-0.1,-1.1,-14.9,0.4,-5.7,-16.7,10.1,0.4
COc1ccc(CNc2nc(SC)n[nH]2)cc1OC,-1.8,0.3,4.6,0.2,2.1,-3.7,4.3,-3.7,-4.5,-2.5,-0.8
CCOC(=O)c1c2n(c3ccc(O)cc13)CCCCC2,/,-11.4,1.1,1.6,21.8,0.7,0.6,4.1,-15.2,17.8,-0.4
O=C1NC(=O)/C(=C\c2ccccc2OCc2ccc([N+](=O)[O-])cc2)N1,-2.4,9.8,0.0,1.6,14.0,-6.1,0.7,16.5,4.1,14.8,1.4
Cc1ccc(S(=O)(=O)NCC(=O)N(CC(=O)NCc2ccco2)Cc2ccc3c(c2)OCO3)cc1,-0.2,2.6,3.6,0.0,7.2,-0.9,3.1,5.1,18.7,12.2,4.2
CCOC(=O)c1c(NC(=O)C(F)(OC)C(F)(F)F)sc(C(=O)N2CCCCC2)c1C (configuration not stated),-4.4,0.1,3.2,0.2,3.8,-0.7,1.1,6.5,5.7,5.9,5.1
C=CCN1C=CC(=O)[C@@H](OC(=O)Nc2ccc(Br)cc2)[C@H]1c1ccccc1Br,-3.3,0.2,3.1,-0.2,8.1,/,/,-0.5,-4.3,23.9,-2.9
O=C(NCc1cccnc1)c1ccc(-c2ccc(Cl)cc2)o1,5.4,-0.8,-2.7,0.4,-28.9,-6.6,3.5,-13.2,5.6,-22.9,-1.9
COc1ccc(C2C(=O)N(C3CCCCC3)CC(=O)N2Cc2ccc3c(c2)OCO3)cc1 (configuration not stated),-8.0,-13.0,-3.9,-0.2,5.4,-1.9,-0.3,12.0,-2.7,29.0,-0.2
CC(C)CCn1cnc2c(cnn2-c2ccc(Cl)cc2)c1=O,/,16.7,-0.1,1.4,-55.4,3.5,3.2,-22.0,7.0,-64.1,1.5
Cc1ccccc1C(=O)NCCN1CCOCC1,-4.4,2.6,-8.0,0.0,6.7,4.3,-1.0,2.1,1.1,5.1,0.9
CCOC(=O)c1cc(OC(=O)Cc2ccc(OC)c(S(=O)(=O)N3CCOCC3)c2)cc(C(=O)OCC)c1,-12.0,3.8,-1.9,-0.1,-21.5,-4.8,/,/,-23.6,-8.0,0.5
O=C(CN1CCN(c2ccc(O)cc2)CC1)Nc1cc(S(=O)(=O)N2CCCC2)ccc1Cl,0.4,3.8,4.4,1.1,14.0,-14.6,-1.3,7.4,-12.7,14.2,-0.5
CCCCn1nnnc1SCC(=O)Nc1cccc(C)c1,-3.4,13.2,-3.4,0.0,-1.9,1.0,0.1,11.2,-30.1,-2.5,-0.3
COCc1cccc(-c2csc(C(C)(O)c3cccc(OC)c3)n2)c1 (configuration not stated),-9.8,-0.7,-17.1,0.1,5.5,-1.4,/,/,20.4,-2.0,-0.5
Cc1ccsc1/C=N/NC(=O)c1cccc(S(=O)(=O)Nc2ccccc2Cl)c1,-3.4,-12.9,9.6,0.4,16.5,-2.8,-5.9,-11.4,3.7,5.2,-0.4
C#CC(C)OC(=O)Nc1cnccc1C(F)(F)F (configuration not stated),-4.4,12.8,-2.6,0.1,20.1,6.2,0.1,11.1,-28.4,-0.4,-0.5
Cc1ccc2oc(C(=O)NCc3ncc(C)[nH]3)c(C)c2c1,-1.8,-4.0,15.3,0.2,-32.1,9.5,-0.8,24.4,-36.1,15.6,-0.5
C/C(=C/C(=O)N1CCN(C)CC1)C(=O)O,-5.3,1.1,-4.1,-0.1,4.9,-1.2,0.4,5.8,-1.9,-3.4,-1.1
COc1ccc(-n2c(N)c(Br)c(=O)[nH]c2=O)cc1,-9.6,-6.4,-0.9,-0.1,7.9,0.3,-0.3,2.7,-1.9,10.0,-0.1
Cn1c(CCNC(=O)c2ccc(Cl)cc2)n[nH]c1=S,-5.7,7.8,1.2,0.0,-6.4,-11.9,-1.9,2.0,-23.1,-6.8,3.4
c1ccc(-c2ccc3cnccc3n2)cc1,-7.3,/,-0.4,0.1,-191.6,/,/,/,-45.6,-107.4,10.2
CN1CCCC(CC2Oc3ccccc3Sc3ccccc32)C1 (configuration not stated),-4.5,7.6,11.1,3.2,12.6,-8.9,-1.3,-4.6,-20.4,37.1,0.5
O=C(N=C1SC2CS(=O)(=O)CC2N1CCc1ccc(F)cc1)C1CCCCC1 (configuration not stated),-2.7,-0.8,6.8,-0.4,-12.7,-4.3,1.0,-7.4,12.7,-9.7,-0.4
COc1cccc(/C=N/NC(=O)C(C)Cn2cnc3ccccc32)c1 (configuration not stated),-4.5,1.7,-6.1,0.0,10.8,-9.4,-1.4,-2.1,-7.3,2.8,0.6
CS(=O)(=O)c1ccc(S(=O)CC(=O)OCc2ccccc2)c([N+](=O)[O-])c1 (configuration not stated),-4.2,-4.2,96.9*,-0.6,91.0*,5.0,/,82.6*,4.6,109.8*,-4.8
Cc1ccc(S(=O)(=O)N2CCOCC2)cc1C(=O)Nc1cccc(C(=O)NC2CC2)c1,-7.3,11.2,3.4,0.0,-8.0,-1.4,0.8,3.6,13.8,7.7,0.2
